KAT2A inh: GCN5L2 (KAT2A) acetyltransferase inhibition; Q92830; GCN5L2 HAT assay, ThioGlo1 CoA-SH fluorescence; Potency, µM (series often up to 58.9 µM), without a hit: top-dose activity change, negative = inhibition, hits mostly inhibitors; hit rate 0.21% among 390,000; AID 504327
Target sequence (Q92830 whole entry, looked up): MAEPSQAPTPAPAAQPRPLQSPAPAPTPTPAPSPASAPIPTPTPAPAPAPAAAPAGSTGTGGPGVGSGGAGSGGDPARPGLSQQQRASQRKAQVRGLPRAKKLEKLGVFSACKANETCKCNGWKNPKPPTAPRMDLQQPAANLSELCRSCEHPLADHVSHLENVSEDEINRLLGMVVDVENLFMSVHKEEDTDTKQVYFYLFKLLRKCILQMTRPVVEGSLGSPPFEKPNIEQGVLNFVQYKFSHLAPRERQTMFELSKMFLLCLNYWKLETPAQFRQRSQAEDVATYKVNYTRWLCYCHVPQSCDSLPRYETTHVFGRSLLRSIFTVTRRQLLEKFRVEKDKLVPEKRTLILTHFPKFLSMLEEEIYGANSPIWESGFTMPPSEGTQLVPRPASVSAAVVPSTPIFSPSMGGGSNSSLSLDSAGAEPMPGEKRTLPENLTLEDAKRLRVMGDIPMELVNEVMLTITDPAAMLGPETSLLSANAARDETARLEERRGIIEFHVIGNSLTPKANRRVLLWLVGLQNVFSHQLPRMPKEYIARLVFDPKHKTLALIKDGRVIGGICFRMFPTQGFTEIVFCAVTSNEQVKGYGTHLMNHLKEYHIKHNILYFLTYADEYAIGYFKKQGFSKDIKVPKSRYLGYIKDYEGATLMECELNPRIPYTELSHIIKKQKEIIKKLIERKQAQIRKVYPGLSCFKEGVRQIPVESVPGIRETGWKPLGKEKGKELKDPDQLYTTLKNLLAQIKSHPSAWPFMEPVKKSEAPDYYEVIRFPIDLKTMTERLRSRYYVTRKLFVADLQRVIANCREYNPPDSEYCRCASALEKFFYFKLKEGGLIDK
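Compounds, pin-transferred from DMSO stocks, meet 20nM GCN5L2 for 15 min before the reaction begins with H3(1-25) peptide (75uM) and acetyl-CoA (70uM). Thiol-reactive ThioGlo1 reports CoA release over 20 min at room temperature.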
DT40 TDP1 no CPT: qHTS for Inhibitors of human tyrosyl-DNA phosphodiesterase 1 (TDP1): qHTS in cells in absence of CPT. AID 686978, 2013. DT40 Tdp1-/- hTDP1 cells, no CPT, ATP luminescence, 48 h. Potency, µM (top dose mostly 46.2 µM), for inactives: at the top dose activity change, negative = growth inhibition, usual class: inhibitors. hit rate 15% among 420,000; note: nearly all actives have a fitted effect of over 55% in size
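DT40 Tdp1-/-;hTDP1 cells, no CPT (DMSO vehicle only), 400 cells/well; compounds pin-transferred; ≥48 hr, 37 °C; CellTiter-Glo 30 min RT dark, luminescence read.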
DT40 TDP1 CPT: DT40-hTDP1 cell growth loss with CPT; chicken DT40 Tdp1-/-;hTDP1 cells + 20 nM CPT, ATP luminescence, 48 h; Potency, µM (top dose mostly 46.2 µM), without a hit: top-dose activity change, negative = growth inhibition, most hits filed as inhibitors; hit rate 12% among 420,000; note: nearly all actives have a fitted effect of over 55% in size
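Chicken DT40 Tdp1-/- cells stably complemented with human TDP1 were seeded at 400 cells/well in medium containing 20 nM camptothecin, exposed to pin-transferred compounds, and grown at 37 °C for at least 48 hr. Viability was read as ATP luminescence.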
An asterisk follows results filed as active; ? = inconclusive; . = not tested or not shown; & = joins results of further samples. Calls come from the whole dose curve; as a rule, active = well fitted curve in the direction sought with a large enough effect; inconclusive = small, poorly fitted or top-dose-only effect, or another doubt; inactive = no such curve, though single readings can be large; an effect the other way counts as inactive or inconclusive. % is set by controls: 0 for no effect and ±100 for the full control effect; potency is the fitted concentration of half-maximal effect. Not all compounds are listed; the hit share may differ from the screen's.

Second line of a record: KAT2A inh | DT40 TDP1 no CPT | DT40 TDP1 CPT
> O=C(Nc1cc(S(=O)(=O)N2CCOCC2)ccc1N1CCOCC1)c1ccc(S(=O)(=O)N2CCCCC2)cc1
    -9% | 0% | -2%
> COc1cccc(C(=O)NCC2CCCN(C(=O)Cc3cccc(C)c3)C2)c1OC (centres undefined)
    . | ? | ?
> COc1ccccc1C(=O)Nc1ccc2c(c1)nc(CCNC(=O)c1ccco1)n2C
    1% | 0.92µM* | 1.3µM*
> CCCCOc1ccc(CSCCN=C(N)N)cc1
    2% | 4.6µM* | ?
> COc1ccc(OC)c(C2C3=C(CCCC3=O)Nc3nnnn32)c1 (centres undefined)
    24% | -15% | -10%
> Clc1ccccc1CSc1snnc1-c1ccccc1
    2% | -8% | 1%
> O=C(c1cc(-c2ccc3c(c2)OCO3)on1)N1CCN(c2ccc(F)cc2)CC1
    -5% | -11% | 5%
> Cc1ccc(N(C(=O)Cc2cccs2)C(C(=O)NC2CCCC2)c2ccncc2)cc1 (centres undefined)
    4% | -25% | ?
> CC(=O)N1c2ccc(S(=O)(=O)N3CCCCC3)cc2CC1C(=O)Nc1ccc(C)cc1 (centres undefined)
    -29% | ? | ?
> O=C(Cc1c[nH]c2ccccc12)OCCOC(=O)Cc1c[nH]c2ccccc12
    -14% | ? | ?
> O=S(=O)(NCC(c1ccco1)N1CCN(c2ccc(F)cc2)CC1)c1cc(F)ccc1F (centres undefined)
    -13% | 16µM* | 18µM*
> Cc1ccc(C)c(S(=O)(=O)NC(Cc2c[nH]c3ccccc23)C(=O)O)c1 (centres undefined)
    -1% | -3% | -2%
> Cc1ccc(N2C(=S)NC3c4cc(Cl)ccc4OC2(C)C3C(=O)N(C)C)cc1 (centres undefined)
    -1% | 3% | -12%
> COc1cccc(NC(=O)C2CSC3(C)CCC(=O)N23)c1 (centres undefined)
    -18% | -7% | -21%
> CC1=N/C(=C\c2ccccc2Cl)C(=O)O1
    . | -3% | -4%
> COCCNC(=O)CSc1nc2cc3c(cc2c(=O)n1CCCCCC(=O)NCc1ccc(OC)cc1)OCO3
    -2% | -1% | 0%
> CCN(CC)S(=O)(=O)c1ccc(C(=O)OCC(=O)N2CCN(C(=O)c3ccco3)CC2)cc1
    -3% | -25% | -11%
> CCC1CCCN1Cn1cnc2c([nH]c3ccc(C)cc32)c1=O (centres undefined)
    0% | -5% | -11%
> Cc1cc(C)n2nc(C(=O)N/N=C/c3cccs3)nc2n1
    -9% | -1% | -5%
> CC1(C)C(=O)Nc2ccccc2N1C(=O)COC(=O)C12CC3CC(CC(O)(C3)C1)C2
    0% | -16% | -11%

(more compounds)
Second line of a record: KAT2A inh | DT40 TDP1 no CPT | DT40 TDP1 CPT
> O=C1c2ccccc2C(O)(c2ccccc2)N1c1ccncc1 (centres undefined)
    -1% | ? | -22%
> Cc1ccc(NC(=O)Cn2c(=O)n(Cc3ccco3)c(=O)c3sc4ccccc4c32)c(C)c1
    -8% | -18% | ?
> CCOC(=O)CSc1nc2cc3c(cc2cc1C)OCO3
    -2% | -16%&-12% | -15%&-5%
> COc1ccc(Nc2nc(N)c([N+](=O)[O-])c(N3CCCC3)n2)cc1
    -4% | ? | ?
> CCCC(=O)Nc1c2c(nn1-c1ccc(C)cc1C)CSC2
    1% | -2% | -5%
> CC(=O)C1=C(C)Nc2ncnn2C1c1ccccc1 (centres undefined)
    ? | 13% | -3%
> COc1ccc(NC(=O)Cn2cc(S(=O)(=O)N3CCC(C)CC3)c3ccccc3c2=O)cc1Cl
    -11% | -9% | ?
> CCCOc1ccccc1C1C(C(=O)Nc2ccccc2)=C(C)Nc2nnnn21 (centres undefined)
    0% | -22% | -17%
> N#CC1=C(N)N(c2ccccc2)C(c2ccco2)C1(C#N)C#N (centres undefined)
    -3% | ? | ?
> Cc1ccc(CNC(=O)CSc2nnc(CNC(=O)c3ccc(F)cc3)o2)cc1
    . | 1% | 2%
> CC1CCc2nc(NC(=O)Cc3ccc(Cl)cc3)sc2C1 (centres undefined)
    -12% | 18µM* | ?
> CCC1NC(=S)NC(C)=C1C(=O)c1ccccc1 (centres undefined)
    -6% | 2% | 0%
> COc1cc(NC(=O)CSc2nc3nc(C)c(Cc4ccccc4)c(C)n3n2)cc(OC)c1OC
    -1% | 21µM* | 21µM*
> CN(CC(=O)Nc1ccc(F)c(F)c1F)C(=O)Cc1ccc(S(=O)(=O)N2CCOCC2)s1
    . | 6% | ?
> COc1ccc(S(=O)(=O)N2CCC(C(=O)NCCC(=O)NCc3ccncc3)CC2)cc1
    -3% | 24% | ?
> Cc1cnc(CNc2ncncc2-c2ccccc2Cl)cn1
    -2% | 3% | -18%
> CC1CCCN(C(=O)CCS(=O)(=O)Cc2ccccc2)C1 (centres undefined)
    0% | -5% | -1%
> COc1cc(C2c3cc4c(cc3OC(N3CCCCC3)C2C)OCO4)cc(OC)c1O (centres undefined)
    . | ? | ?
> Cc1ccc2c(CN3CC(C)CC(C)C3)cc(=O)oc2c1 (centres undefined)
    3% | ? | -10%
> CC1CC1C(=O)OCC(=O)Nc1cccc(F)c1 (centres undefined)
    2% | 7% | -16%

Next part:
Second line of a record: KAT2A inh | DT40 TDP1 no CPT | DT40 TDP1 CPT
> COc1ccc(CCN2CCC(CN3C(=S)NC[C@@H]3CC(C)C)CC2)cc1OC
    . | -3% | 9%
> CC(C)CC(OC(=O)c1cccs1)C(=O)NCc1cccs1 (centres undefined)
    -3% | -14% | -2%
> COC(=O)CSc1nc(C)cc(C)n1
    1% | ? | ?
> CC1CCCC(C)N1/N=C/c1ccc(O)c(O)c1 (centres undefined)
    2% | 23µM* | -17%
> COc1ccc(N2CCN(c3nc4c(c(=O)n(C)c(=O)n4C)n3Cc3ccccc3)CC2)cc1
    -4% | ? | 23µM*
> C[C@H]1CN[C@@H](CCO)/C1=C\c1ccccc1
    . | ? | -21%
> COc1ccc(C(=O)Nc2ccc(-c3ccc(C)o3)cc2)cc1S(=O)(=O)N1CCOCC1
    -3% | 21µM* | ?
> COc1cc2c(cc1OC)CN(C(=O)C1CCCN1S(=O)(=O)c1ccc(C)cc1)CC2 (centres undefined)
    ? | ? | -25%
> O=C(N=C1SC2CS(=O)(=O)CC2N1c1ccccc1)c1cccc([N+](=O)[O-])c1 (centres undefined)
    -3% | 2% | -19%
> O=C1CC(NCc2ccc(F)cc2)C(=O)N1c1ccccc1 (centres undefined)
    5% | 0% | -10%
> CSc1ccc(CNc2ccc(C)cc2)cc1
    -4% | 0% | -16%
> O=C(Nc1c[nH]c(=O)[nH]c1=O)c1cccc(F)c1
    -2% | -10% | 0%
> N#Cc1ccc(S(=O)(=O)N2CCN(C(=O)c3cn(-c4ccccc4)nc3-c3cccnc3)CC2)cc1
    . | -6% | 2%
> CC(=O)c1c(N2CCOCC2)nc(=S)n(Cc2ccccc2)c1C
    -3% | ? | -28%
> CCOC(=O)c1ccc(Nc2ccc(C(C)=O)cc2)cc1
    . | ? | ?
> CCN1C(=O)C(CC(=O)Nc2ccc(F)cc2)N(CCc2ccc(OC)cc2)C1=S (centres undefined)
    -8% | ? | 4%
> Cc1ccc2occ(CC(=O)N(Cc3ccc(N(C)C)cc3)C3CCS(=O)(=O)C3)c2c1 (centres undefined)
    -4% | ? | ?
> Cc1cc(C)n(C(=O)C(C)n2nc([N+](=O)[O-])c(Br)c2C)n1 (centres undefined)
    16% | -18% | 22%
> COc1ccc(C(=O)NC(=S)Nc2ccc3[nH]c(=O)[nH]c3c2)cc1Br
    . | -3% | 13%
> CCN(C[C@H]1N[C@@](CC)(C(=O)OC)[C@H]2C(=O)N(Cc3ccccc3)C(=O)[C@@H]12)C(=O)Nc1ccc(C)cc1
    -5% | ? | ?

Continuation.
Second line of a record: KAT2A inh | DT40 TDP1 no CPT | DT40 TDP1 CPT
> O=C(Nc1sc2c(c1C(=O)O)CCC2)C(=O)N1CCOCC1
    -24% | -11% | 4%
> Clc1ccc(-n2cccc2/C=N/n2cnnc2)cc1
    -6% | -17% | ?
> CCCCc1ccc(NC(=S)N2CCN(c3ccccn3)CC2)cc1
    -5% | ? | 15%
> Cc1[nH]oc(=O)c1N=Nc1c(Cl)cccc1Cl
    -3% | ? | -15%
> Cc1cccc(C(=O)N/N=C/c2ccoc2)c1
    -20% | 0% | -6%
> COc1ccc(N=Cc2c(O)ccc3ccccc23)cc1
    -1% | -6% | -25%
> CC1=C(C(=O)NCc2ccccc2)C(c2cccnc2)n2ncnc2N1 (centres undefined)
    -3% | -16% | -3%
> COc1ccccc1OCCSc1nnc(C)n1-c1ccccc1
    0% | -13% | -22%
> CS(=O)(=O)c1ccccc1-c1nnc(NC(=O)c2ccc3c(c2)OCCO3)o1
    -16% | ? | -43%
> CCOC(=O)N1CCN(C(=O)c2cnn3c(C)c(Cc4ccc(C)cc4)c(C)nc23)CC1
    8% | ? | ?
> Cc1c(Cc2ccccc2)sc(NC(=O)Cc2ccccc2)c1C(N)=O
    . | ? | ?
> O=C(N/C(=C/c1ccccc1Cl)C(=O)N1CCCCC1)c1ccco1
    . | ? | 3%
> CNC(=O)C[C@H]1C(=O)N(c2ccc(OC)cc2)C[C@@H]1C
    . | 0% | 2%
> COc1ccccc1-n1c(SCC(=O)N2CCCC2)nc2cccnc21
    2% | -3% | -10%
> N#Cc1nc(-c2ccccc2Cl)oc1N1CCN(C(=O)c2ccco2)CC1
    1% | 15% | -21%
> CCOc1ccc(CCNC(=O)Nc2ccccc2)cc1OCC
    -5% | -30% | -29%
> O=C(O)c1ccc(Cl)c(S(=O)(=O)Nc2cccc(C(=O)Nc3cccc(C(F)(F)F)c3)c2)c1
    0% | -3% | 0%
> Cc1ccc(C2NC(c3ccc4c(c3)OCO4)=CC(c3cc(Br)ccc3O)N2)cc1 (centres undefined)
    . | 4.5µM* | 7.9µM*
> CCS(=O)(=O)Nc1ccc2c(c1)N(C(C)=O)c1ccccc1CC2
    -23% | -9% | -20%
> O=C(c1cc(COc2cccc3cnccc23)on1)N1CCC(c2ccccc2Cl)C1 (centres undefined)
    -7% | 18µM* | 23µM*

(next part)
Second line of a record: KAT2A inh | DT40 TDP1 no CPT | DT40 TDP1 CPT
> CCOC(=O)CN=C/C(C(=O)Nc1nccs1)=C(/C)O
    5% | -22% | -4%
> COc1ccccc1C(=O)NCC(c1cccnc1)N1CCc2ccccc2C1 (centres undefined)
    0% | 21µM* | 23µM*
> CCN1CCN(c2oc(-c3ccccc3)nc2S(=O)(=O)c2ccc(C)cc2)CC1
    -11% | ? | ?
> FC(F)(F)c1nnc(-c2ccccc2)nc1Sc1ccccc1
    -6% | 10µM* | 15µM*
> Cc1nnc(N/N=C/c2ccc(O)c([N+](=O)[O-])c2)[nH]c1=O
    -2% | -19% | -16%
> COc1cccc(/C=C/C(=O)Nc2ccc3nc4n(c(=O)c3c2)CCCC4)c1OC
    -11% | 18µM* | 21µM*
> CCOC(=O)c1sc(NC(=O)CSc2nc(-c3ccco3)cc(C(F)(F)F)n2)c(C#N)c1C
    -4% | -14% | -18%
> COc1ccc(OCc2cc(C(=O)N3CCN(C4CCCC4)CC3)no2)c(Cl)c1
    -5% | ? | ?
> COc1cc(NC(=O)CN2C(=O)NC3(CCOc4ccccc43)C2=O)cc(OC)c1 (centres undefined)
    -3% | -10% | -6%
> O=S(=O)(c1ccc(Cl)cc1)N1CCN(Cc2ccncc2)CC1
    0% | ? | ?
> CCOCCCNCc1ccc(OC)cc1
    -5% | -9% | -27%
> CCn1cc(C(=O)NCCc2ccccc2)c(=O)c2cc(S(=O)(=O)N3CCOCC3)ccc21
    -1% | -11% | -15%
> COCCn1c(=O)c(-c2ccc(OC)cc2)nc2cnc(Oc3ccccc3)nc21
    ? | -15% | 5%
> NNC(=O)CS(=O)(=O)c1ccc(Cl)cc1
    1% | -3% | 1%
> O=C(O)c1cnc(-c2ccccc2)nc1Oc1ccccc1
    -5% | -8% | 3%
> O=C(CSc1nnc(-c2c[nH]c3ccccc23)o1)c1ccccc1
    -18% | -10% | -3%
